PKM2 act = increases activity of human pyruvate kinase M2; Potency, µM (series often up to 57.5 µM), without a hit: top-dose activation, usual class: activators; purified PKM2, Kinase-Glo ATP luminescence, activation; response scale: 0% is enzyme alone, no compound; 0.34% of 260,000 active; further: potency means the concentration at half of the fitted maximal effect; on the % scale 0 is the no-effect control and ±100 the full control effect; nearly all actives have a fitted effect of over 55% in size
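Purified hPK-M2 (>95%) run at intermediate activity with 0.1 mM ADP and 0.5 mM PEP in 50 mM imidazole pH 7.2, KCl, MgCl2; 1 h room temperature. ATP formed read by Kinase-Glo luminescence; normalized to uninhibited and no-enzyme controls.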
Mito fusion yeast = inhibitors of mitochondrial division or activators of mitochondrial fusion. Potency, µM (top dose mostly 46.1 µM), for inactives: at the top dose growth rescue (activation), hits mostly activators. S. cerevisiae fusion-defective mutant growth rescue, CellTiterGlo 48 h. 0.23% of 320,000 active;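 further: potency means the concentration at half of the fitted maximal effect; % of control where 0% means no effect; nearly all actives have a fitted effect of over 45% in size; temperature-sensitive fusion mutants such as fzo1-1 at 37 °C on non-fermentable ethanol glycerol medium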
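Yeast fusion mutant, YPEG (non-fermentable carbon), compound, 48 h at 37C non-permissive; CellTiterGlo added, 10 min RT, luminescence read. Rescued growth = division inhibition.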
Eya2 phos inh = inhibitors of human Eya2 phosphatase activity; recombinant Eya2, OMFP fluorescence dephosphorylation (OMFP is methylfluorescein phosphate); 0.006% of 330,000 active; Potency, µM (series often up to 76.9 µM), for inactives: top-dose activity, negative = inhibition, most hits filed as inhibitors; further: potency means the concentration at half of the fitted maximal effect; on the % scale 0 is the no-effect control and ±100 the full control effect
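Eya2 (0.2 uM) preincubated 10 min at ambient with compound, then OMFP substrate added at 50 uM; 10 min reaction in 50 mM HEPES pH 7.5, 50 mM NaCl, 5 uM MgCl2, 0.05% BSA, 1 mM DTT. Fluorescence read at Ex 485/Em 525 nm.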
hERG WT inh = blocks the wildtype human KCNH2 potassium channel. 0.37% of 340,000 active. AID 720551. activity change, % at 1.84 µM. Q12809. U2OS, BacMam KCNH2, thallium flux FluxOr; active compounds read low;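 active means maximum activity change below -70%; inconclusive means maximum activity change between -70% and -50%; inactive means maximum activity change above -50%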; further: on the % scale 0 is the no-effect control and ±100 the full control effect
Target sequence (Q12809 whole entry, looked up): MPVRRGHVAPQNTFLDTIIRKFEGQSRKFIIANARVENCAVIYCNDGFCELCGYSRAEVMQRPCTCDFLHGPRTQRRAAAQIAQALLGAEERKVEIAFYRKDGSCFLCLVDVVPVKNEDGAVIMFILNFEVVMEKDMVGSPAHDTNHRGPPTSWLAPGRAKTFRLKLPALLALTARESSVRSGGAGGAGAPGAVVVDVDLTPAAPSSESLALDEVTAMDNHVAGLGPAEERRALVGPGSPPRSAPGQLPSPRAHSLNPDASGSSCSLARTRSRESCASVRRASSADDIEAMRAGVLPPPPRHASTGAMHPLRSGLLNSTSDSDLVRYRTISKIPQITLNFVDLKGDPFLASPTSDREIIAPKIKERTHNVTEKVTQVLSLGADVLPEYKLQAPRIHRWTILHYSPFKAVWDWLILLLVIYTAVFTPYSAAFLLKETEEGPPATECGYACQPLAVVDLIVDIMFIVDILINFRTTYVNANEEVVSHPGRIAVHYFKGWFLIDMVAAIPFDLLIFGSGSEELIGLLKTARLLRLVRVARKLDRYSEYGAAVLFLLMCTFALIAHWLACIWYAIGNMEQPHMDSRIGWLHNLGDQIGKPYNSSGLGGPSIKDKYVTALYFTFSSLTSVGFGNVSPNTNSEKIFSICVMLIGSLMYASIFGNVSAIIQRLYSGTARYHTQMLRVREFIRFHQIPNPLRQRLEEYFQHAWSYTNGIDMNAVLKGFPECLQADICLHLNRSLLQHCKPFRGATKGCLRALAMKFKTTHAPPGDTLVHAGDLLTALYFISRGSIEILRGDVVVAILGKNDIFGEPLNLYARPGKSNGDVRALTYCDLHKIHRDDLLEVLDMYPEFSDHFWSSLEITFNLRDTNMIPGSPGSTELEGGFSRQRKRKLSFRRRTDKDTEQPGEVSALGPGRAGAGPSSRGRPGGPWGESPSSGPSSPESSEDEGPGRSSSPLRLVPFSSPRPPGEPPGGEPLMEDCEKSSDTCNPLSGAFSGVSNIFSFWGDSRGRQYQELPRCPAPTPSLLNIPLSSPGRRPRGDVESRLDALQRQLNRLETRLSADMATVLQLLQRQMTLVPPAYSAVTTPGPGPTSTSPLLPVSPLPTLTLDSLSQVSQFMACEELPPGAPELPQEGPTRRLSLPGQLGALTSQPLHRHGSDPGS
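U2OS cells were transduced with wild-type KCNH2 virus (2.03 x 10^8 / mL) for 4 h at room temperature, then cultured overnight at 37 C. Thallium flux was read with FluxOr dye. Rate constants were normalized to DMSO controls.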
TSHR antag = antagonists of human thyroid stimulating hormone receptor. 0.2% of 330,000 active. AID 504810. TSHR-expressing cells, TSH-stimulated cAMP HTRF, 2 h; active compounds read low. activity change, negative = inhibition, % at 11.5 µM;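 active means activity change below a set negative limit, meaning inhibition stronger than a set level, cut at about -70% in these data; inconclusive means activity change between two set negative limits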; further: on the % scale 0 is the no-effect control and ±100 the full control effect
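TSHR-expressing cells, 200/well, pre-treated with compound, then stimulated with EC80 TSH (4nM final) for 2 hours at 37 deg C. cAMP measured by competitive HTRF: anti-cAMP cryptate antibody in lysis buffer plus cAMP-d2, read after 30 minutes at room temperature.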
USP2a inh = blocks human ubiquitin-specific protease USP2a; USP2 core, Ub-CHOP2 coupled fluorogenic reporter, 485/531; 0.01% of 330,000 active; Potency, µM (series often up to 38.3 µM), for inactives: at the highest dose activity change, negative = inhibition, actives largely listed as inhibitors; O75604;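 further: potency means the concentration at half of the fitted maximal effect; plate controls were DMSO wells for no effect and full inhibition by NEM control for full effect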
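Cell-free coupled assay: 10nM USP2 core preincubated 30min RT with compound in Tris-HCl pH 8.0/CaCl2/CHAPS buffer, then 25nM Ub-CHOP2 and 25nM reporter substrate; fluorescence (Ex 485/Em 531) read after 60min RT, normalized to NEM inhibition, concentration-response curves fitted.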
ASM inhibitor = human S-ASM enzyme inhibition; AID 504937; Potency, µM (highest dose often 57.5 µM), inactives show at the highest dose activity change, negative = inhibition, hits mostly inhibitors; 0.006% of 340,000 active; P17405; placental ASM, HMU-PC fluorogenic substrate, 60 min; further: potency means the concentration at half of the fitted maximal effect
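qHTS format. ASM enzyme prepared from human placenta hydrolyses the fluorogenic substrate HMU-PC0 (9 uM final) over 60 min at 37 °C after a 10 min compound preincubation.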
BCR signal inh = chronic active BCR signaling inhibition. ABC-DLBCL IkBa-CBG/CBR reporter, luminescence ratio, 4 h. Potency, µM (doses to about 46.1 µM), inactives show at the highest dose ratio change, negative = lower green/red ratio, most hits filed as inhibitors. 0.05% of 340,000 active. AID 493014; active means well fitted inhibition curve with a large enough effect in the signal ratio, with a control signal flat, not every such curve was filed as active; inconclusive means small, poorly fitted or top-dose-only effect, or effect the other way, or a change in a side signal; the % refers to the signal ratio;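 further: potency means the concentration at half of the fitted maximal effect; plate controls were basal doxycycline-induced cells for no effect and cells given 10 µM MG132 for full effect; MG132 reads +100%, hits lower the ratio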
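Doxycycline induced both beetle luciferases in TMD8 lymphoma cells; IKK-driven degradation limits the IkappaBalpha-fused green signal, while red luminescence normalises for cell number and nonspecific effects. Compounds tested up to 46 uM, 4 hrs.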
Menin MLL FP TR = inhibitors of human menin-MLL interaction, mutant MLL peptide; O00255; AID 1768; Menin + Texas Red MLL mutant peptide, fluorescence polarization; 0.23% of 270,000 active; Potency, µM (highest dose often 61.6 µM), for inactives: at the top dose FP activity change, negative = inhibition, actives largely listed as inhibitors; active means well fitted inhibition curve with a large enough effect in the polarisation, with a control signal flat, not every such curve was filed as active; inconclusive means small, poorly fitted or top-dose-only effect, or effect the other way, or a change in a side signal; inactive means no such curve, though single readings can be large or run the other way; the % refers to the polarisation; further: potency means the concentration at half of the fitted maximal effect; % of control where 0% means no effect; many of its hits are not listed in these tables
MBNL1 CUG block = MBNL1-poly(CUG) RNA binding inhibition. Q9NR56. TR-FRET MBNL1-His/biotin-(CUG)12 binding, 665/545 ratio. Potency, µM (highest dose often 57.5 µM), without a hit: top-dose activity change, negative = inhibition, most hits filed as inhibitors. 0.036% of 280,000 active; active means well fitted inhibition curve with a large enough effect in the signal ratio, with a control signal flat, not every such curve was filed as active; inconclusive means small, poorly fitted or top-dose-only effect, or effect the other way, or a change in a side signal; inactive means no such curve, though single readings can be large or run the other way; the % refers to the signal ratio; further: potency means the concentration at half of the fitted maximal effect; on the % scale 0 is the no-effect control and ±100 the full control effect
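TR-FRET between His-tagged MBNL1 and biotin-(CUG)12 RNA, detected with Tb anti-His antibody (0.055 ng/ul) and streptavidin-XL665 (5 nM), 60 min at room temperature. Compounds titrated 92 nM to 58 uM; 665/545 nm ratio normalized to buffer and complex controls.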
GALK inh = inhibitors of human galactokinase; AID 1868; Potency, µM (series often up to 57.5 µM), for inactives: top-dose activity change, negative = inhibition, most hits filed as inhibitors; Purified GALK, Kinase-Glo residual ATP luminescence; 0.007% of 270,000 active; further: potency means the concentration at half of the fitted maximal effect; on the % scale 0 is the no-effect control and ±100 the full control effect
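Quantitative HTS: GALK 5 nM, ATP 35 uM, galactose 100 uM, 1 h room temperature, then luciferase-based ATP detection.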
Active calls of the source: *; ? = inconclusive; / = no result given; [ ] = another dose, or the depositor's remark. Unless noted, the call rests on the fitted dose curve; in most records, active means well fitted curve in the direction sought with a large enough effect; inconclusive means small, poorly fitted or top-dose-only effect, or another doubt; inactive means no such curve, though single readings can be large; an effect the other way counts as inactive or inconclusive. An excerpt; the hit share may differ from the screen's.

SMILES	PKM2 act	Mito fusion yeast	Eya2 phos inh	hERG WT inh	TSHR antag	USP2a inh	ASM inhibitor	BCR signal inh	Menin MLL FP TR	MBNL1 CUG block	GALK inh
CCCCCn1c(SCC(=O)OC)nc2c1c(=O)[nH]c(=O)n2C	6%	1%	7%	13	-12	-1%	1%	2%	-1%	-6%	3%
CCCCC(c1nnnn1CCOC)N1CCN(Cc2ccccc2)CC1 (stereo not drawn)	1%	-3%	-11%	16	1	1%	1%	0%	-20%	-8%	1%
Cc1[nH]n(-c2ccccc2)c(=O)c1N=Nc1cccc(C(=O)O)c1	-6%	7%	-1%	-10	-4	0%	-13%	/	?	7%	2%
Cc1ccc(C)c(NC(=O)c2cc(=O)c3ccccc3o2)c1	4%	7%	-2%	3	-2	1%	-1%	0%	1%	52%[activator]	/
O=c1cc(-c2ccccc2F)oc2ccccc12	-10%	4%	-5%	6	-5	1%	-3%	8%	-16%	3%	-2%
CCOC(=O)N1CCN(C(=O)CSc2ccc(-c3cccnc3)nn2)CC1	-1%	-5%	-6%	/	0	0%	/	0%	0%	-20%	0%
Nc1ccccc1SCc1cn2cccnc2n1	1%	-3%	9%	4	6	4%	1%	4%	9%	6%	2%
O=C(COc1ccc(S(=O)(=O)N2CCCC2)cc1[N+](=O)[O-])N1CCCC1	/	2%	-6%	7	-16	-1%	0%	0%	/	/	/
Nc1cccc(NC(=O)CN2CCOCC2)c1	0%	-1%	-12%	1	0	-2%	3%	-2%	0%	-3%	0%
O=C(NCCc1ccccc1)c1cc(-c2ccncc2)nc2ccc(S(=O)(=O)N3CCOCC3)cc12	/	-23%	-9%	17	1	2%	-2%	-1%	38%[activator]	11%	-1%
CCOc1ccccc1C(=O)NCCc1cnc[nH]1	/	-5%	-1%	-15	-4	2%	1%	6%	?	-1%	/
Cc1c(Br)c([N+](=O)[O-])nn1CC(=O)Nc1ccccn1	8%	-4%	-1%	1	0	2%	-1%	-8%	-8%	13%	5%
COCCN(C(=S)Nc1ccc(C)cc1)C(C)c1cccnc1 (stereo not drawn)	-11%	5%	9%	5	34	1%	-5%	0%	2%	-3%	3%
Cc1ccc(C(=O)Nc2ccc3c(c2)OCO3)cc1	-1%	-1%	-26%	-15	-21	4%	0%	?	0%	3%	2%
Cc1ccc(NC(=S)c2ccccc2)cc1	-2%	15%	-25%	1	4	1%	-5%	?	6%	/	1%
CC(=O)NCCc1nc2cc(NC(=O)c3ccccc3Cl)ccc2n1C	/	3%	-9%	2	-5	4%	0%	?	9%	3%	-3%
O=C(NCc1ccc(F)cc1)C1Cc2ccccc2CN1C(=O)c1ccco1 (stereo not drawn)	/	-3%	10%	/	-6	2%	4%	4%	-6%	2%	1%
O=C(CCN1CCN(c2ccccc2)CC1)NNC(=O)Cc1ccc(Br)cc1	/	1%	2%	2	-5	1%	2%	?	/	/	/
O=C(Nc1nc2cc3c(cc2s1)OCCO3)C1CCCCC1	/	?	22%	5	-20	1%	1%	?	/	/	/
CC(C)C(=O)N(Cc1ccccc1)S(=O)(=O)c1ccc2c(c1)oc(=O)n2C	/	1%	3%	-23	3	1%	-2%	3%	/	-3%	-7%
CCOC(=O)CSc1nc(-c2ccc(OC)cc2)ns1	0%	-1%	-26%	0	0	1%	4%	14%	17%	2%	-2%
COc1ccccc1N1C(=N)S/C(=C\c2ccc(-c3ccccc3C(=O)O)o2)C1=O	28%	1%	5%	10	-4	3%	-2%	?	?	?	-1%
CC(C)(C)n1nnnc1C(c1ccc(Cl)cc1)N1CCSCC1 (stereo not drawn)	-11%	0%	3%	9	8	-1%	3%	11%	-15%	?	-2%
O=C(c1cc2nc(-c3ccco3)cc(C(F)(F)F)n2n1)N1CCN(Cc2ccccc2)CC1	-6%	10%	-9%	7	-10	2%	170%[activator]	-13%	/	24%	2%
O=[N+]([O-])c1ccccc1S(=O)(=O)NCc1ccc(F)cc1	5%	3%	1%	-7	-1	-3%	2%	?	21%	13%	9%
CC(NCC(=O)Nc1ccccc1C(=O)NC1CC1)c1ccc(F)cc1F (stereo not drawn)	/	1%	-6%	8	-10	3%	4%	0%	/	/	/
O=C(COc1ccccc1F)N1c2ccccc2CCc2ccccc21	6%	14%	-11%	-2	-10	-1%	0%	4%	-15%	0%	-6%
O=C1N(Cc2cccnc2)C[C@@H]2C[C@@H](c3ccccc3C#Cc3ccccc3)N3CCC[C@@]123	1%	-2%	-12%	23	7	3%	4%	4%	-19%	3%	-3%
COCc1nnc(NC(=O)CCc2ccccc2)s1	4%	-4%	-8%	4	-9	-14%	0%	-8%	20%	-2%	-1%
O=C(Nc1ccc2nn(-c3ccccc3)nc2c1)c1ccc(Br)o1	2%	3%	-7%	-1	-20	1%	13%	4%	?	13%	-1%
Cc1ccc2[nH]c(=O)c(CN(CCCN3CCOCC3)C(=O)Nc3ccc(Cl)cc3)cc2c1	-5%	5%	3%	/	8	5%	-10%	?	-3%	-1%	3%
CCC1(C)C2(C#N)C(N)=NC(OC)(OC)C12C#N (stereo not drawn)	5%	-7%	6%	-18	10	0%	-1%	2%	1%	-5%	1%
Cn1c(C(=O)OC(C(=O)NC2CCCC2)c2ccncc2)cc2sccc21 (stereo not drawn)	-29%	-1%	-4%	5	2	-4%	-3%	-1%	-6%	-7%	1%
COc1cccc(CNC(=O)COC(=O)c2ccc(Cl)s2)c1	/	/	-14%	-1	12	-1%	3%	0%	/	/	/
CCOC(=O)CNc1ccc(OC(F)(F)F)cc1	0%	3%	2%	-6	8	3%	5%	7%	/	-17%	/
Cc1ccc(C#CC[N+](C)(C)CC#Cc2ccccc2)cc1	-6%	-8%	-20%	-5	39	-1%	-1%	?	?	1%	3%
CCS(=O)(=O)N1Cc2ccccc2CC1C(=O)Nc1nc2ccccc2[nH]1 (stereo not drawn)	?	0%	1%	-9	-3	-1%	0%	?	5%	13%	7%
COc1ccccc1-n1nc(C(=O)Nc2ccc3c(c2)OCO3)c2ccccc2c1=O	-2%	5%	-8%	3	16	0%	-12%	-7%	?	1%	0%
Cc1ccc(SCc2ccc(C(=O)Nc3ccccc3Br)cc2)cc1	29%	-2%	1%	-4	-13	4%	-2%	6%	18%	-9%	0%
CC(C)CCN1CCN(Cc2cccn2-c2nccs2)CC1CCO (stereo not drawn)	3%	-1%	2%	26	9	2%	-3%	3%	-6%	-16%	5%
Cc1cccc(Sc2c([N+](=O)[O-])ncn2C)n1	0%	-2%	-6%	-5	4	1%	0%	-9%	?	?	-2%
CC(C)C[C@H](NC(=O)OC(C)(C)C)C(=O)N[C@@H](CO)[C@H](O)[C@@H]1C[C@@H]1C(=O)NC1CC1	-2%	-1%	5%	-14	10	2%	0%	0%	2%	-2%	/
Cc1c(C)c2c(OCC(=O)NCC(=O)NCC(=O)O)cc3c(c2oc1=O)CCC(C)(C)O3	/	2%	-1%	1	-3	-1%	98%[activator]	4%	5%	?	10%
CN(C)Cc1nc2ccccc2c(=O)n1Cc1nc(C(C)(C)C)cs1	3%	-1%	5%	3	-8	-2%	2%	-1%	-12%	-6%	-1%
O=C(ONC1=NCCCCC1)c1cccc([N+](=O)[O-])c1	-1%	1%	-20%	8	-11	0%	6%	-7%	13%	?	-3%
COc1ccc(CCNC(=O)COC(=O)c2ccc([N+](=O)[O-])o2)cc1	/	0%	-1%	-11	-7	3%	2%	1%	/	/	/
N#Cc1ccc(C(=O)OCC(=O)NC(=O)NC2CCCCC2)cc1	/	1%	-3%	3	35	2%	0%	4%	/	/	/
Cn1ccsc1=NC(=O)c1ccc([N+](=O)[O-])o1	1%	4%	7%	7	7	1%	-1%	-3%	/	4%	-7%
Cc1ccc(S(=O)(=O)Nc2ccccc2CNc2ncc(Br)cc2Br)cc1	-4%	0%	0%	-1	15	-8%	-1%	?	?	-2%	0%
